High-throughput results deposited in PubChem BioAssay by National Center for Advancing Translational Sciences (NCATS).
TGFb inhibitor = blocks TGF-b signaling; HepG2 CAGA-GFP TGF-b/SMAD3 reporter, GFP fluorescence, 18 h; TGF-beta stimulated, 500 pg/mL final; Potency, µM (highest dose often 46.1 µM), inactives show at the highest dose activity, negative = inhibition, hits mostly inhibitors; hit rate 1.2% among 410,000; AID 588855; further: potency means the concentration at half of the fitted maximal effect; on the % scale 0 is the no-effect control and ±100 the full control effect; nearly all actives have a fitted effect of over 65% in size
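Using HEPG2 CAGA-GFP reporter cells at 1000 cells/well, we pinned test compounds, stimulated with recombinant TGF-beta (500 pg/mL final) and measured total well GFP after 18 h.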
Nrf2 activator = Nrf2 pathway activation; Potency, µM (titrated, usually from 46.1 µM), for inactives: at the top dose activation, hits mostly activators; AREc32 ARE-luciferase reporter (MCF7-derived line), luminescence, 24 h; hit rate 0.31% among 410,000; further: potency means the concentration at half of the fitted maximal effect; % of control where 0% means no effect; nearly all actives have a fitted effect of over 65% in size
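Nrf2 activation is followed as ARE-luciferase induction in the AREc32 line after one day of compound treatment; luminescence is read with Steady-Glo.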
MCF10A rerep = inducers of DNA re-replication in MCF 10A breast cells; MCF 10A DNA re-replication, Hoechst nuclear intensity, 48 h; Potency, µM (titrated, usually from 46.1 µM), without a hit: at the top dose activity, positive = re-replication, most hits filed as activators; hit rate 2.9% among 350,000; further: potency means the concentration at half of the fitted maximal effect; % of control where 0% means no effect; nearly all actives have a fitted effect of over 50% in size
ATXN2 expr inh = inhibitors of ATXN2 expression | Potency, µM (doses to about 57 µM), for inactives: at the top dose activity change, negative = inhibition, hits mostly inhibitors | hit rate 0.72% among 360,000 | AID 1745845 | HEK-293 ATXN2-luciferase reporter, luminescence, 24 h; further: potency means the concentration at half of the fitted maximal effect; on the % scale 0 is the no-effect control and ±100 the full control effect; nearly all actives have a fitted effect of over 55% in size
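ATXN2-luciferase reporter cells (luciferase flanked by upstream and downstream ATXN2 gene portions) were treated 24 h at 37 °C with compounds at up to 57 uM. SteadyGlo luminescence gave expression; GF-AFC fluorescence gave viability.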
IL-1B inflam inh = blocks inflammasome-driven IL-1 beta release. THP-1 LPS/ATP IL-1B secretion, AlphaLISA, 16 h; active compounds read low. activity change, % at 57.5 µM. hit rate 4.7% among 360,000; in the data active means activity change below about -50%; inconclusive means mostly about -30% to -49%; further: on the % scale 0 is the no-effect control and ±100 the full control effect
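THP-1 cells pretreated 1 hr with compounds (up to 57.5 uM final), then stimulated with LPS (250 ng/mL final) plus ATP (1.25 mM final); secreted IL-1B measured by AlphaLISA after 16 hr, decreased signal indicating inhibition.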
A549 tox = kills or reduces viability of A549 cells in Nrf2 counter-screen; A549 ARE-Fluc cells, CellTiter-Fluor viability, 18-24 h; hit rate 0.16% among 390,000; Potency, µM (top dose mostly 46 µM), for inactives: at the highest dose activity change, negative = cytotoxicity, actives largely listed as inhibitors; AID 504648; further: potency means the concentration at half of the fitted maximal effect; on the % scale 0 is the no-effect control and ±100 the full control effect
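A549 ARE_Fluc cells in 5% FBS OPTI-MEM were exposed to compounds in concentration-response for 18-24 h at 37 deg C. Viability was read by CellTiter-Fluor fluorescence (Ex 405/Em 525) after 30 min, before the luciferase read.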
Nrf2 block = inhibitors of Nrf2 signaling; AID 504444; A549 ARE-Fluc reporter, luciferase luminescence, 18-24 h; Potency, µM (highest dose often 46 µM), inactives show top-dose activity change, negative = inhibition, usual class: inhibitors; hit rate 2.1% among 360,000; further: potency means the concentration at half of the fitted maximal effect; on the % scale 0 is the no-effect control and ±100 the full control effect; nearly all actives have a fitted effect of over 60% in size
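In this cell-based qHTS, ARE-driven firefly luciferase in A549 cells reports Nrf2 activity; the luminescent signal after BugLite lysis is the measured value, with a prior CellTiter-Fluor read for cell health.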
ATXN viability = viability counter-screen for ATXN expression inhibitors | S2 cells (HEK-293 line with an ATXN2-luciferase reporter) viability, CellTiter-Fluor protease fluorescence, 24 h | Potency, µM (top dose mostly 56.7 µM), usual class: cytotoxic | hit rate 0.49% among 400,000 | AID 651635; further: potency means the concentration at half of the fitted maximal effect; nearly all actives have a fitted effect of over 40% in size
HepG2 tox = kills HepG2 cells in TGF-b inhibitor counter-screen; Potency, µM (series often up to 46.1 µM), for inactives: at the top dose activity change, negative = cytotoxicity, usual class: cytotoxic; AID 588856; HepG2 CAGA-GFP viability, ATP luminescence, 18 h; hit rate 0.76% among 410,000; further: potency means the concentration at half of the fitted maximal effect; some results filed as inactive show a strong effect at the top dose
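HepG2 CAGA-GFP cells (1000/well, DMEM with 1% FBS) received compound, then TGF-beta at 500 pg/mL final, and were incubated 18 hours at 37 degrees C. Viability was read by CellTiter-Glo luminescence. Media-only wells were set as complete cell-killing and DMSO as no toxicity.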
An asterisk follows results filed as active; i = inactive; ? = inconclusive; . = not tested or not shown; [ ] = another dose, or the depositor's remark. Unless noted, the call rests on the fitted dose curve; in most records, active means well fitted curve in the direction sought with a large enough effect; inconclusive means small, poorly fitted or top-dose-only effect, or another doubt; inactive means no such curve, though single readings can be large; an effect the other way counts as inactive or inconclusive.

SMILES	TGFb inhibitor	Nrf2 activator	MCF10A rerep	ATXN2 expr inh	IL-1B inflam inh	A549 tox	Nrf2 block	ATXN viability	HepG2 tox
COc1ccc(NC(=O)C2=NNC(=O)CC2)cc1S(=O)(=O)N1CCCCC1	2%	2.6%	-1%	3%	?	7%	19%	i	-8%
COc1cc(/C=C/CN2CCC(C(=O)NC(c3ccc(F)cc3)c3ccc4ccccc4n3)CC2)ccc1OC(C)=O (stereo unspecified)	?	0.1%	.	?	-62*	.	.	?	-40%
COc1ccc(C(CNC(=O)C(C)Sc2ccccc2)N2CCOCC2)cc1 (stereo unspecified)	6%	-0.2%	?	2%	-11	1%	8%	i	-3%
CCCCNC(=O)C1(C)CCN1C(=O)c1csnn1 (stereo unspecified)	3%	-1.1%	.	2%	3	.	.	i	2%
COc1cccc(CNc2ccccn2)c1O	3%	4.1%	-23%	26%	-28	1%	?	i	-3%
O=C(OCc1nc2ccsc2c(=O)[nH]1)c1cccc(S(=O)(=O)N2CCOCC2)c1	6%	0.1%	-2%	1%	31	1%	-5%	i	0%
CCOC(=O)[C@]12CCCC=C1N(Cc1cccc3ccccc13)C(=O)[C@H](CC(=O)NCCCCc1ccccc1)C2	.	0.0%	.	-12%	-1	.	.	i	.
CCC(C)(C)n1nnnc1C(c1cc(OC)c(OC)c(OC)c1)N1CCN(c2ccccc2)CC1 (stereo unspecified)	17%	-0.7%	1%	-22%	-3	10%	.	i	27%
CN(C(=O)COC(=O)Cc1ccccc1[N+](=O)[O-])C1CCS(=O)(=O)C1 (stereo unspecified)	1%	-0.5%	0%	.	2	0%	4%	i	-23%
COc1cc2c(cc1OC)C(C(=O)Nc1cccc(C)n1)C(c1cccnc1)N(C)C2=O (stereo unspecified)	14%	3.1%	0%	-14%	2	-1%	-1%	?	1%
COc1ccc(NC(=O)Cc2coc3cc(C)ccc23)cn1	8%	-0.3%	-16%	1%	-19	-5%	15%	i	8%
O=C(Nc1cc(Cl)ccc1O)c1cc(-c2ccc3c(c2)OCO3)on1	-3%	8.0%	.	57%[activator]	.	0%	11%	i	-22%
CCOC(=O)c1sc(NC(=O)CSc2ncccn2)nc1C	-2%	3.7%	4%	5%	-11	16%	-11%	i	-20%
COc1ccc(NC(=O)Cc2csc(COc3cccc(C)c3)n2)c(OC)c1	0%	5.3%	.	?	.	-2%	?	?	-25%
Cc1ccc(-n2nnnc2SCC(=O)NCC2(N3CCOCC3)CCCCC2)c(C)c1	-11%	-0.2%	?	4%	-13	-3%	0%	?	1%
S=C(Nc1ccc(N2CCOCC2)cc1)Nc1ccc2snnc2c1	26%	5.1%	-2%	.	-10	7%	11%	i	-10%
Cc1ccc2c(c1)sc1nc(-c3cc4cc(Cl)ccc4oc3=O)cn12	23%	0.4%	.	.	.	3%	.	.	5%
CCC(C)c1ccc(NC(=O)Nc2cnccn2)cc1 (stereo unspecified)	1%	3.3%	5.8µM*	17%	17	-16%	?	i	-3%
O=C(OCc1nnc(-c2ccccc2)o1)C1CC(=O)N(CCc2ccccc2)C1 (stereo unspecified)	-3%	6.7%	2%	18%	0	1%	18%	i	-9%
NS(=O)(=O)c1ccc(NC(=O)COC(=O)c2cnccn2)cc1	7%	-0.5%	6%	3%	11	1%	-3%	i	0%
COc1ccc(NC(=O)C2CCC2)cc1S(=O)(=O)Nc1cc(C)ccc1Br	-18%	0.4%	?	-15%	-69*	?	21µM*	i	-17%
CCOc1ccc(C(=O)NC(Cc2ccccc2)C(=O)OC)cc1 (stereo unspecified)	-5%	0.7%	0%	48%[activator]	13	-3%	?	i	2%
COc1cc(OC)cc(C2C(C#N)=C(N)Oc3n[nH]c(-c4cccnc4)c32)c1 (stereo unspecified)	0%	-0.7%	4%	3%	-9	3%	?	i	-3%
COc1ccc(CNC(=O)COC(=O)c2ccc3ncsc3c2)cc1OC	-3%	1.2%	0%	26%	-1	2%	5%	i	-13%
Cc1cc(C)nc(NC2=NCC(=O)N2c2ccccc2)n1	-25%	-0.7%	20%	2%	-3	-6%	-10%	?	-13%
SMILES	TGFb inhibitor	Nrf2 activator	MCF10A rerep	ATXN2 expr inh	IL-1B inflam inh	A549 tox	Nrf2 block	ATXN viability	HepG2 tox
COc1ccc(OC)c2sc(Cl)nc12	1%	18%	3%	6%	15	0%	6%	i	3%
O=C(c1ccncc1)c1ccc([N+](=O)[O-])cc1	-15%	0.3%	0%	3%	35	-2%	7%	i	-18%
Cc1ccc(OCC(O)Cn2c(NCCc3ccccc3)nc3c2c(=O)[nH]c(=O)n3C)cc1 (stereo unspecified)	-10%	2.6%	1%	-21%	28	4%	.	?	0%
O=C(CN1CCOCC1)Nc1ccccc1C(=O)O	13%	-1.0%	7%	5%	12	-2%	2%	i	-7%
CCOc1ccc(N(CC(=O)NC2CCCCC2)C(=O)CCC(=O)Nc2cc(C)ccn2)cc1	-1%	-0.3%	-9%	-18%	-10	1%	4%	i	4%
O=C1C=C(c2cccc(CO)c2)C[C@@H](c2ccc3c(c2)OCO3)C1	-3%	0.0%	3%	9%	-1	1%	4%	i	-22%
O=C(CCCc1nc2ccccc2s1)NCc1ccc(F)cc1	7%	0.0%	17%	-15%	33	1%	2%	i	-23%
COc1ccc(CN2C(=O)c3ccccc3C2=O)cc1C(=O)N(C)CC(=O)Nc1ccc(F)cc1	0%	-0.7%	-8%	-24%	2	-2%	3%	?	10%
CCC(=O)Nc1nnc(S(=O)(=O)N(C)c2cc(C)cc(C)c2)s1	-7%	-0.1%	2%	.	3	1%	5%	i	1%
O=S(=O)(NCc1cccnc1)c1ccc(Br)s1	4%	0.0%	1%	1%	-7	-6%	-8%	?	7%
CCC(CC)C(=O)NCCCN1CCOCC1	-14%	-0.1%	2%	0%	8	0%	2%	i	3%
S=C(NCCc1ccccc1)NCC(c1ccco1)N1CCCCC1 (stereo unspecified)	-26%	4.0%	?	-1%	?	0%	22%	i	-21%
CCOC(=O)CC(=O)CSc1ncnc2c1nnn2-c1ccccc1	-4%	0.0%	6%	12%	12	-7%	-17%	i	-4%
CCCNC(=O)C1(C)CCN(C(=O)c2cccc(Cl)c2)C1 (stereo unspecified)	6%	-0.1%[9.22 µM]	.	18%	15	.	.	i	-2%
COc1cc(C(=S)N2CCOCC2)cc(OC)c1OS(=O)(=O)c1ccc(Cl)cc1	1%	4.6%	9%	.	1	0%	?	i	5%
O=C(NCc1cccnc1)C1CCCN(S(=O)(=O)c2ccc(Br)cc2)C1 (stereo unspecified)	-29%	2.7%	-5%	-4%	2	-2%	.	i	-16%
Cc1cccc(NCCC(=O)c2ccc([N+](=O)[O-])cc2)c1C	?	?	?	-6%[11.3 µM]	5	7%	1%	?	-38%
Cc1ccc(-c2cnn(-c3ccccc3)c2N)cc1	?	0.1%	0%	-10%	0	-1%	15%	i	-32%
O=C(CCN1C(=O)C2C3C=CC(C3)C2C1=O)Nc1c(F)cccc1F (stereo unspecified)	-1%	-0.5%	3%	-6%	-3	0%	.	i	-23%
O=C(CN1CCCC1)N1CCN(c2ccccc2)CC1	0%	0.2%	3%	14%	4	5%	1%	i	-12%
Cc1ccc(S(=O)(=O)CCC(=O)Nc2nc(-c3ccccn3)cs2)cc1	-28%	14µM*	?	-15%	8	-12%	21µM*	i	-9%
CCCNc1nc(C)cc(-c2cc(C(=O)Nc3ccccc3)on2)n1	10%	0.1%	4%	-6%	13	3%	-13%	i	-1%
CCN(CC)C(=O)CSc1nnc(CNc2ccc(F)cc2)n1-c1ccccc1	-24%	-0.4%	9%	-5%	4	-9%	-10%	?	0%
COc1ccc(CN(C)S(=O)(=O)c2nnc(NC(=O)c3cccc(F)c3)s2)cc1OC	-10%	-0.2%	5%	2%	21	-3%	2%	i	-7%
COc1ccc(N(CC(=O)NCCc2ccccc2)C(=O)CCC(=O)Nc2nccs2)c(OC)c1	18%	0.1%	?	-19%	7	1%	2%	i	13%

Shown with bars between the fields: entries from further up.
Compound | TGFb inhibitor | Nrf2 activator | MCF10A rerep | ATXN2 expr inh | IL-1B inflam inh | A549 tox | Nrf2 block | ATXN viability | HepG2 tox
CCCNc1nc(C)cc(-c2cc(C(=O)Nc3ccccc3)on2)n1 | 10% | 0.1% | 4% | -6% | 13 | 3% | -13% | i | -1%
COc1ccc(CN(C)S(=O)(=O)c2nnc(NC(=O)c3cccc(F)c3)s2)cc1OC | -10% | -0.2% | 5% | 2% | 21 | -3% | 2% | i | -7%

Next compounds follow.
SMILES	TGFb inhibitor	Nrf2 activator	MCF10A rerep	ATXN2 expr inh	IL-1B inflam inh	A549 tox	Nrf2 block	ATXN viability	HepG2 tox
CCC(C)NS(=O)(=O)c1ccc(N2CCCCS2(=O)=O)cc1 (stereo unspecified)	-32%	0.0%	.	3%	.	7%	.	i	-11%
O=C(c1ccc(CS(=O)Cc2ccc(Cl)cc2)o1)N1CCN(C2CCCCC2)CC1 (stereo unspecified)	-5%	-0.3%	.	.	-28	.	.	i	-22%
O=C(C1CCN(S(=O)(=O)c2ccccc2)CC1)N1CCN(c2ccccc2F)CC1	9%	-0.8%	1%	.	3	-1%	-17%	i	3%
c1coc(CNC2CCCCCCC2)c1	-3%	-0.3%	1%	-10%	-17	-1%	-14%	i	-1%
COc1ccc(CN2CCN(Cc3ccc(C)cc3)C(CCO)C2)cc1OC (stereo unspecified)	-9%	5.2%	-1%	.	23	7%	13%	i	-14%
CCc1cc(C(=O)Nc2cnn(Cc3ccccc3C)c2)no1	-7%	-0.1%	.	-13%	.	-1%	?	?	-4%
CS(=O)(=O)c1ccc2nc(NC(=O)C3CCCCC3)sc2c1	-11%	0.7%	2%	19%	?	-12%	8%	i	-38%
Cc1c(O)c2ccccc2oc1=O	3%	-0.4%	4%	7%	13	-1%	-25%	i	7%

IL-1B inflam inh, entries above that show a hit.
mol | TGFb inhibitor | Nrf2 activator | IL-1B inflam inh | Nrf2 block
COc1cc(/C=C/CN2CCC(C(=O)NC(c3ccc(F)cc3)c3ccc4ccccc4n3)CC2)ccc1OC(C)=O (stereo unspecified) | ? | 0.1% | -62* | .
COc1ccc(NC(=O)C2CCC2)cc1S(=O)(=O)Nc1cc(C)ccc1Br | -18% | 0.4% | -69* | 21µM*
